CASP6 VEID inh = inhibitors of human caspase-6; P55212; purified caspase-6, Z-VEID-R110 cleavage fluorescence; actives 0.53% (n = 350,000); inhibition, % at 12.5 µM;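 active = mean inhibition across replicates at least about 35%, with every replicate also reaching that limit, limit read from the data; inconclusive = only one of the two criteria met; inactive = neither criterion met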;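 note: 0% = median of neutral control wells and 100% = no fluorescence left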
Target sequence (P55212 24-179 limits assumed): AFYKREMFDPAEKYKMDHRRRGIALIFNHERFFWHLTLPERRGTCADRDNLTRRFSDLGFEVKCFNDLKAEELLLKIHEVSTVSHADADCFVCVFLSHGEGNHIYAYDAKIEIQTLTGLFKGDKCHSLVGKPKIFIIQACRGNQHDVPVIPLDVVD
Target sequence (P55212 194-293 limits assumed): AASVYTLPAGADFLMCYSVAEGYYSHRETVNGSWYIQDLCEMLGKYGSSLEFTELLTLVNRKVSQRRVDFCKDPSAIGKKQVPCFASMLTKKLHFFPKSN
F508del corr = CFTR F508del correction in bronchial cells; CFBE cells, YFP halide quenching; stimulated with forskolin plus potentiator P3; % fluorescence drop versus neutral controls; activity (quench increase), % at 7.58 µM; actives 0.36% (n = 350,000);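 active = mean added fluorescence quench of at least 8% versus neutral control, with both replicates also reaching 8%; inconclusive = only one of the mean or replicate conditions met; inactive = mean below 8% and not both replicates reaching 8%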;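 note: cells transiently co-express mutant CFTR-F508del with the halide-sensitive YFP; corrector assay measuring rescue of mutant channel to the surface after 24 h compound exposure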
RAD52 inh = RAD52 (human) annealing inhibition | recombinant RAD52 DNA annealing, FRET fluorescence | inhibition, % at 18.7 µM | actives 0.46% (n = 360,000);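 active = every replicate showing at least 50% inhibition; inconclusive = mean inhibition at least 50% but not in every replicate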
DENV2 CPE = DENV2-induced cell death inhibition | DENV2-infected cells, cytopathic effect rescue, plate reader | CPE inhibition, % at 9.99 µM | actives 1.7% (n = 350,000) | AID 651640; in the data active = CPE inhibition above about 20%, passing the limit was not always enough; inconclusive = no clear call, values can overlap the other calls; tested in BHK-21 cells;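 note: 0% = median of neutral control wells and 100% = median of positive control wells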
RAD54 branch = inhibitors of human RAD54 branch migration. RAD54 Holliday junction branch migration, FAM/BHQ fluorescence. inhibition, % at 10.4 µM. actives 0.14% (n = 360,000). AID 602329;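 active = mean normalized replicate activity at least 40 and at least half of replicates scoring 40 or more; inconclusive = only one of the two criteria met; inactive = mean below 40 and under half of replicates reaching 40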;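 note: 0% = median of neutral control wells and 100% = median of positive control wells; inhibitors cause a drop in the FAM fluorescence signal; in these data hits start at about 50%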
Target sequence (Q92698 whole entry, looked up): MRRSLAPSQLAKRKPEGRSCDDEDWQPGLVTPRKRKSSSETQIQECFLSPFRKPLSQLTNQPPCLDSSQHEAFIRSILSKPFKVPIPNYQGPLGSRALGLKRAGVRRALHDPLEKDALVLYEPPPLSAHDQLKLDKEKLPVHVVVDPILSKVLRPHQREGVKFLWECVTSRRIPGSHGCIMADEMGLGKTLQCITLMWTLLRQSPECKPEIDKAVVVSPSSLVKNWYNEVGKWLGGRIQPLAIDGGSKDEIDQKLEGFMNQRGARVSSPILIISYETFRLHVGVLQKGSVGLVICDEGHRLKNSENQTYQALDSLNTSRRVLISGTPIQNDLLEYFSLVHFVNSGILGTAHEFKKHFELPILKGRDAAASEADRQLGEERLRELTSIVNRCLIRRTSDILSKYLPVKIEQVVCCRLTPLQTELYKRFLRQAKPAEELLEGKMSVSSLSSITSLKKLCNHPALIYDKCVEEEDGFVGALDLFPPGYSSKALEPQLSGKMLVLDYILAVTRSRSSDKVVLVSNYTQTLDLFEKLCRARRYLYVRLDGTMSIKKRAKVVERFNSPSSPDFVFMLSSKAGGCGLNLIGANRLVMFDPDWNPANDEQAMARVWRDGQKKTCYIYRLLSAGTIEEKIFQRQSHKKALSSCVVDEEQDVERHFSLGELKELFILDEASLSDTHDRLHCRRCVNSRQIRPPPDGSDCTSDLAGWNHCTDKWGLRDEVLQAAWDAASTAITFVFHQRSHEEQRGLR
INS-1E GSIS act = primary screen for activators of insulin secretion dependent on glucose, INS-1E cells, GLuc reporter luminescence; INS-1E GLuc reporter insulin secretion, 2-3 h; activation, % at 16.6 µM; actives 0.61% (n = 370,000); AID 743287;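 active = lowest replicate activation of at least 40%, so every replicate reaches that level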;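 note: 0% = median of neutral control wells and 100% = median of IBMX positive control wells; some compounds called inactive have numbers as strong as hits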
E-selectin induc = E-selectin induction on HUVECs | actives 0.37% (n = 260,000) | HUVEC E-selectin immunofluorescence imaging; normalized: neutral wells 0, TNF-alpha wells 100 | activation, % at 7.58 µM | P16581;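 active = mean E-selectin-positive cell signal at least 10% of the positive control, reached in at least 60% of replicates, without over 20% cell loss; inconclusive = no rule given, readout overlaps actives, possibly toxicity-flagged; inactive = the rest, including those meeting only one limit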;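 note: in these data hits start at about 27%; measured in HUVEC primary endothelial cells; signal is the percent of cells scored E-selectin positive by PE staining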
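System: HUVEC / Compound: single concentration / Signal: immunofluorescence imaging / Read-out: percent E-selectin-positive cells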
Xi reactivation = activators of X-chromosome reactivation in mouse fibroblasts. XiGFP mouse fibroblasts, % GFP-positive cells imaging, 3 d; cells co-treated with 5-aza-dC sensitizer; scaled so ellipticine positive control = 100%. activation, % at 7.58 µM. actives 0.055% (n = 360,000). AID 743238;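 active = mean normalized replicate activation at least 10% and every replicate at or above 10%; inconclusive = only one of the two criteria met; inactive = mean below 10% and not all replicates reach 10%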;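 note: 0% = median of on-plate neutral control wells and 100% = ellipticine 6 µM median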
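System: 68-5-11 XiGFP fibroblast line | Buffer or medium: DMEM containing 5-aza-dC | Compound: Single point | Times: Compounds 3 days, fix/stain 15 min at room temperature | Benchmarks: Positive control ellipticine, 6 µM final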
The depositor's hits bear a star; u = inconclusive; x = no result given; & = joins results of further samples.

Molecule,RAD52 inh,DENV2 CPE,Xi reactivation,INS-1E GSIS act,CASP6 VEID inh,F508del corr,RAD54 branch,E-selectin induc
CN(C)C(=O)C[C@@H]1C=C[C@H](NC(=O)NC2CCCC2)[C@H](CO)O1,3,-1,-0.6,-11,-1,1.8,4,-0.6
COc1ccc(-c2nc3ccc(Cl)cn3c2Cc2ccsc2)cc1OC,-16,6,0.0,-10,5,0.1,3,-1.6
Cc1ccccc1OCC(=O)NNC(=O)Cn1[nH]c(=O)c2ccccc2c1=O,-18,-9,0.1,1,0,-0.2,1,-0.3
COc1ccc(S(=O)(=O)N(C)C[C@H]2OCCCC[C@@H](C)Oc3ccc(NC(=O)Nc4ccc5c(c4)OCO5)cc3C(=O)N([C@H](C)CO)C[C@@H]2C)cc1,8,2,0.3,41,5,-0.5,-11,0.4
CNc1nc(NCCCN2CCCC2=O)c2sccc2n1,-7,-6,-0.1,14,-1,-0.2,6,-0.4
CCCNC(=O)Nc1ccc2c(c1)OC[C@@H](C)N(Cc1ccccn1)C[C@@H](C)[C@H](OC)CN(C)C2=O,-10,2,0.0,7,2,-0.3,-3,0.1
Cc1nnc(NC(=O)CSc2nccn2-c2cccc(C)c2C)s1,-18,-3,0.2,-2,-1,8.5*,2,-0.1
COc1ccc(N(CC(=O)NCCSCc2ccco2)S(=O)(=O)c2ccccc2)cc1OC,-3,-7,-0.1,-10,1,-0.6,9,-0.4
Cc1cc(C(F)(F)F)n(-c2nc(C(=O)O)cs2)n1,-16,12,0.7,6,3,1.5,8,x
CO[C@@H](C(=O)N(C)C[C@@H]1OCc2ccccc2-c2c(n(C)c3ccccc23)C(=O)N([C@H](C)CO)C[C@@H]1C)c1ccccc1,0,6,0.3,-2,2,-0.6,2,-4.2
Cc1cccc2sc(NC(=O)CN3C(=O)c4ccccc4C3=O)nc12,2,8,0.0,-4,-2,x,x,14
C[C@H]1CN([C@@H](C)CO)C(=O)c2cccc(NC(=O)NC3CCCCC3)c2O[C@H]1CN(C)C(=O)Nc1ccc2c(c1)OCO2,-12,3,-0.1,-1,1,1.7,4,-0.4
CO[C@@H]1CN(C)C(=O)c2cc(NC(C)=O)ccc2OC[C@H](C)N(C(=O)c2ccc(F)cc2)C[C@@H]1C,-19,3,0.1,-1,0,-1.2,4,-0.1
CCOC(=O)c1cnc2c(cnn2C)c1NCc1ccc(OC)cc1,-2,x,-0.2,14,0,-1.8,5,0.7
CC(C)NC(=O)Nc1ccc2c(c1)C(=O)N([C@H](C)CO)C[C@@H](C)[C@H](CN(C)CC1CC1)OCCCC[C@@H](C)O2,x,x,-0.3,6,x,-3.4,x,-0.4
O=C1NC(=S)NC(=O)C1Nc1ccc(Cl)cc1,-15,0,0.1,x,1,0.2,5,x
COc1ccccc1S(=O)(=O)N1[C@@H]2CNC[C@H]1C2c1ccc(-c2cccnc2)cc1 (stereo not given in full),-7&-15,-14&3,0.2&0.0,-15&-11,2&-6,-1.2&0.0,x,-0.1&-0.1
Nc1nc2n(n1)C(=O)CC(c1ccc(Cl)cc1)N2 (stereo not given),0,2,0.2,24,-7,-3.4,x,-0.1
C[C@H](CO)N1C[C@H](C)[C@@H](CN(C)C(=O)C2CC2)Oc2cc(/C=C/c3ccccc3)ccc2S1(=O)=O,12,u,-0.4,-25,3,-0.6,-14,0.3
CCN(C[C@H]1N[C@@H](CO)[C@@H]1c1ccc(-c2cccc(F)c2)cc1)C(=O)COC,-5,-3,0.3,-6,1,-8.2,3,-0.1
CC(c1nccs1)N(C)C(=O)c1ccc(OC2CCN(CCc3ccccc3)CC2)cc1 (stereo not given),-6,4,0.1,2,-1,2.4,-7,1.7
O=C1N/C(=C/c2cccs2)C(=O)N1Cc1ccc(F)cc1,-24,-2,0.0,0,1,-1.5,x,x
CC(C)(C)c1cc(NCCCn2ccnc2)n2ncc(-c3ccccc3)c2n1,-3,-16,0.0,1,3,-2.6,-3,1.5
CCn1nccc1C(=O)Nc1ccc(C(=O)OC(C)C)cc1,-7,-2,0.2,-7,-1,-4.0,1,0.5
COCCNC(=O)[C@H](C)[C@H]1C[C@]1(C)[C@H](NC(=O)OCc1ccccc1)c1ccccc1,-5,u,0.0,-13,1,2.4,2,-0.1
Cc1ccccc1NC(=O)c1ccc(Cn2cc([N+](=O)[O-])cn2)o1,-29,-2,0.1,33,1,-2.2,x,-0.2
CC1(C(=O)NS(=O)(=O)c2ccccc2)CCN1C(=O)CCc1ccccc1 (stereo not given),-2,4,-0.1,-1,-2,-3.3,0,-0.2
O=C(NC1CCCCC1)c1ccc([N+](=O)[O-])cc1,-9,-7,0.1,9,-6,-0.4,-7,-0.5
CCCC#Cc1ccc2c(c1)O[C@@H](CN(C)C(=O)c1ccncc1)[C@@H](C)CN([C@@H](C)CO)S2(=O)=O,17,-6,-1.2,-1,3,0.6,12,-0.2
Cc1cccc(C)c1N1C(=O)C(Cl)=C(N2CCCC2)C1=O,-15,-2,0.0,x,4,0.9,-19,0.4
O=C1CN(Cc2ccccc2)C[C@@H]2[C@H](c3ccc(Br)cc3)[C@H](CO)N12,-3,-4,0.0,-2,0,-0.2,x,0.0
O=C(CCc1nnc(-c2ccsc2)o1)N1CCCCC1CCn1ccnc1 (stereo not given),-9,-3,0.0,0,-3,-2.4,-3,-1.1
COc1ccc(C#Cc2cnc3c(c2)C(=O)N([C@H](C)CO)C[C@@H](C)[C@H](CN(C)C(=O)CC2CC2)O3)cc1,4,1,0.2,-2,0,-0.7,-38,-0.2
Cc1noc(C)c1CSCC(=O)N(CC(C)C)c1c(N)n(Cc2ccccc2)c(=O)[nH]c1=O,-29,-5,-0.1,7,2,-2.1,x,-1.8
O=C(Nc1ccncc1)C1CCN(S(=O)(=O)c2cccs2)CC1,4,0,0.1,5,-3,3.0,x,6.1
CCCn1nnc(NC(=O)c2ccc3c(c2)OCO3)n1,-5,11,0.0,0,-3,x,x,x
CSc1ccccc1OCc1cc(C(=O)N2CCN(C)C(c3ccccc3)C2)no1 (stereo not given),-57,-14,0.1,-19,-4,-2.1,6,x
CCOC(=O)N1CCC(Nc2c(NCCCN(C)Cc3ccccc3)c(=O)c2=O)CC1,0,16,0.3,-8,-8,0.7,6,0.1
COc1ccc(-c2ccc3c(c2)S(=O)(=O)c2cccc(C(=O)N4CCN(c5ccccn5)CC4)c2C3=O)cc1OC,-27,3,0.6,5,-1,-1.3,-2,-0.1
O=C1C2C3C=CC(C3)C2C(=O)N1CCN1CCN(S(=O)(=O)/C=C/c2ccccc2)CC1 (stereo not given),-20,1,0.0,7,-2,-3.2,x,-0.7
COc1ccc(C)cc1S(=O)(=O)N1CCN(C(=O)c2ncoc2-c2ccc(C)cc2)CC1,-11,-3,0.0,-1,-2,-1.2,10,-0.1
O=C(CN1CCOc2ccccc21)N1CCC(Cc2ccccc2)CC1,-6,-1,0.4,0,3,-4.8,-2,1.0
Cn1c(SCC(=O)NCC2CCCO2)nnc1-c1ccc(Cl)cc1 (stereo not given),-7,u,0.0,-2,-1,2.3,-4,-1.6
COc1ccc(CCCC(=O)N/N=C/c2ccc(C)cc2)cc1,-3,-4,-0.1,-30,0,0.8,x,-1.0
Cc1ccc2nc(SCC(=O)c3ccc4c(c3)OCO4)[nH]c2c1,-24,x,x,7,-1,x,7,x
O=C1CNC[C@@H]2[C@@H](c3ccc(C4=CCCCC4)cc3)[C@H](CO)N12,7,u,0.1,4,2,-0.5,x,0.2
CSc1nccc(Oc2cccc(C#N)c2)n1,1,1,0.0,9,-1,-0.2,x,x
CN1OC[C@@H]2CN(Cc3cc(Cl)cc(Cl)c3)[C@H](c3cccc(-c4ccc(C#N)cc4)c3)C[C@@H]21,-11,24*,0.4,5,-3,3.1,10,0.2
CNS(=O)(=O)c1ccc2ccccc2c1,-19,4,0.0,23,-2,0.9,x,2.0
CCOc1ccccc1N1CCN(C(=S)NCc2ccccc2)CC1,1,1,0.0,-10,4,-0.7,-2,7.8
CCOc1ccc(-c2cncc3nccn23)cc1,-15,-1,0.1,x,8,-2.2,-1,0.0
CCC(=O)Nc1nc2ccccc2n1Cc1ccc(Cl)cc1,-25,-1,0.0,-11,0,1.1,x,x
O=C(COC(=O)Cn1cc(C(F)(F)F)ccc1=O)NCc1ccccc1,-6,u,0.2,-12,0,-1.6,0,x
CSc1cccc(N2CC(C(=O)N3CCN(S(=O)(=O)c4ccccc4Cl)CC3)CC2=O)c1 (stereo not given),-54,-8,-0.1,-5,-6,-1.1,5,-1.2
O=C(Nc1ccccc1-c1nc2ccccc2s1)c1cccnc1,15,7,-0.1,x,0,0.7,x,9.2
COC(=O)c1sccc1-n1cccc1C(=O)C(=O)N1CCOCC1,-8,7,0.1,9,0,0.0,-6,0.5
CN(Cc1ccccc1)C(=O)COC(=O)/C=C/c1ccc2c(c1)OCO2,-3,-2,0.0,-15,1,3.7,-5,x
Cc1ccc(S(=O)(=O)Nc2ccc3c(c2)C(=O)N([C@@H](C)CO)C[C@H](C)[C@H](CN(C)Cc2ccc(C(=O)Nc4ccccc4N)cc2)O3)cc1,30,-7,0.6,0,-1,-1.2,-1,4.1
Cc1ccc(N(C(=O)c2ccncc2)C2C=CS(=O)(=O)C2)cc1 (stereo not given),-29,-6,0.0,5,0,-0.4,0,x
Cc1cc(C)n(-c2ccc(C(=O)OC(C)C)cc2)n1,-12,-13,x,10,-3,x,-2,x

Some of these compounds in order of the RAD52 inh value, falling:
SMILES	RAD52 inh	INS-1E GSIS act	CASP6 VEID inh	F508del corr
Cc1ccc(S(=O)(=O)Nc2ccc3c(c2)C(=O)N([C@@H](C)CO)C[C@H](C)[C@H](CN(C)Cc2ccc(C(=O)Nc4ccccc4N)cc2)O3)cc1	30	0	-1	-1.2
O=C(Nc1ccccc1-c1nc2ccccc2s1)c1cccnc1	15	x	0	0.7
Cc1cc(C)n(-c2ccc(C(=O)OC(C)C)cc2)n1	-12	10	-3	x

(more compounds)
Molecule,RAD52 inh,DENV2 CPE,Xi reactivation,INS-1E GSIS act,CASP6 VEID inh,F508del corr,RAD54 branch,E-selectin induc
Cc1ccc(-c2nc3c(cnn3-c3ccccc3)c(=O)o2)cc1,-11,0,x,-1,0,4.4,-4,x
CCCCCCCCCCCC(=O)N1CC(=O)NC(=O)C1,-11,0,-0.1,-4,15,1.7,-2,x
C[C@H]1CN([C@@H](C)CO)C(=O)Cc2cc(NC(=O)Cc3ccccc3)ccc2O[C@H]1CN(C)S(=O)(=O)c1cccs1,-4,-1,-0.8&-0.3,11&-12,1,-1.4,-5,-0.1&-0.1
Cc1cccc(OCCC(=O)Nc2ccccc2C(N)=O)c1,-5,3,0.3,9,0,-3.1,-2,11
CCCCN(CC)CCNc1c(NC2CCN(C(=O)OCC)CC2)c(=O)c1=O,-56,6,0.0,-1,-21,2.1,-5,0.1
CCCC(=O)Nc1ccc2c(c1)C(=O)N(C)[C@@H]1CC[C@@H](CC(=O)NCc3ccccc3Cl)O[C@H]1CO2,-13,-13,0.1,2,-1,1.4,6,-0.1
OC[C@@H]1CN(Cc2ccc(F)cc2)C[C@H](n2cnc3c(NCc4ccc(F)cc4)ncnc32)O1,-3,-5,-0.1,x,2,-4.9,1,0.1

Assay outcomes from PubChem BioAssay.
